a7 integrin act: integrin-mediated muscular dystrophy alleviation activation; AID 624291; alpha7betagal myoblasts, beta-gal FDG fluorescence, 48 h; 0.064% of 350,000 active; Potency, µM (titrated, usually from 38.3 µM), for the others: at the highest dose activation, most hits filed as activators;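 further: potency means the concentration at half of the fitted maximal effect; 100% = response of the positive control SU9516; nearly all actives have a fitted effect of over 60% in size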
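Alpha7betagal+/- myoblasts (passage 13) were plated 16-24 hr, then exposed to compounds (1:260 dilution of DMSO stock) for 48 hours at 37C. After MPER lysis, β-galactosidase reporter activity was read as FDG fluorescence (ex 480/em 540) after 30 minutes.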
Coupling enz: inhibits coupling enzyme system, counter-screen for aldolase hits; coupling enzyme system counterscreen, AmpLite Red fluorescence; activity change, negative = inhibition, % at 58.2 µM, hits read low; 0.67% of 290,000 active; AID 2472; in the data active means activity change below about -30%; further: on the % scale 0 is the no-effect control and ±100 the full control effect
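Counterscreen lacking aldolase: glyceraldehyde-3-phosphate coupling-enzyme reagent preincubated 10 min at RT with compound (at 57.5 uM final), then substrate/coupling system with AmpLite Red added; fluorescence read at 525/598 nm after 20 min RT.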
MLL CXXC-DNA inh: blocks binding of human MLL CXXC domain to DNA | Q03164 | MLL-CXXC / FITC-HOXA9 DNA fluorescence polarization | Potency, µM (doses to about 115 µM), for inactives: at the top dose activity change, negative = inhibition, actives largely listed as inhibitors | 0.037% of 290,000 active | AID 2662; active means well fitted inhibition curve with a large enough effect in the polarisation, with a control signal flat, not every such curve was filed as active; inconclusive means small, poorly fitted or top-dose-only effect, or effect the other way, or a change in a side signal; inactive means no such curve, though single readings can be large or run the other way; the % refers to the polarisation; further: potency means the concentration at half of the fitted maximal effect
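Steps: dispense CXXC domain solution (7 uM) → pin compounds or unlabeled HOX-A9 DNA control → 5 min ambient → add FLSN-HOX-A9 solution (50 nM) → spin → 30 min ambient → fluorescence polarization. Tris pH 7.5/NaCl/DTT/BSA buffer.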
TRPV1 agonist: agonists of human vanilloid receptor 1 (TRPV1). activation, % at 8.33 µM. Q8NER1. TRPV1-expressing cells, Fluo-8 calcium influx, agonist mode. 0.19% of 320,000 active; in the data active means activation above about 80%; inconclusive means between about 30% and that limit; further: 0% is about no effect
Target sequence (Q8NER1 whole entry, looked up): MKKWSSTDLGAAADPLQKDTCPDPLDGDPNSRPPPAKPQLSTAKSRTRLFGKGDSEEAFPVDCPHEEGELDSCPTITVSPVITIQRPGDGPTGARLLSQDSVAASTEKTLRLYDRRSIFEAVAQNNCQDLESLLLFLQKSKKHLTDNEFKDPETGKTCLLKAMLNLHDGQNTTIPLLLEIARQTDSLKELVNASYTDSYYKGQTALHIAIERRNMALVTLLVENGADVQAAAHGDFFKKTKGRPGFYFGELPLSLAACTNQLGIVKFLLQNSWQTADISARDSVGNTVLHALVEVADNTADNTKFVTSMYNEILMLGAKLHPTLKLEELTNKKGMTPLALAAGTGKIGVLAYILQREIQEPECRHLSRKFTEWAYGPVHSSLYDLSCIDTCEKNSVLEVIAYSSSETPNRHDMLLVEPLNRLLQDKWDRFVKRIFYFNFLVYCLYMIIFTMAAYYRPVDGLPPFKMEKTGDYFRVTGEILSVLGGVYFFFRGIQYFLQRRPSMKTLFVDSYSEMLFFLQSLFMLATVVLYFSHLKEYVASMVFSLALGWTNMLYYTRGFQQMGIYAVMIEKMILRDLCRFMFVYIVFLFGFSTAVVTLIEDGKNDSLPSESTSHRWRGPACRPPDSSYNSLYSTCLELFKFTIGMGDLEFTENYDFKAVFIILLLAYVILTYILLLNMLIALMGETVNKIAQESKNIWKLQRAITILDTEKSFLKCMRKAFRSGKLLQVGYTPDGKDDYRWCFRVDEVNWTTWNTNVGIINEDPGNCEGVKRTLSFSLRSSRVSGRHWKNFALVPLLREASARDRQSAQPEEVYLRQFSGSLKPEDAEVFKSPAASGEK
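Fluo-8 calcium influx in TRPV1-expressing cells, kinetic read (ex 480/em 520 nm). Compound added and read 3 min for agonist activity, followed by capsaicin at EC20 final and 2 min further read for enhancement.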
GALK inh: blocks human galactokinase activity. P51570. Purified GALK, Kinase-Glo residual ATP luminescence. Potency, µM (top dose mostly 57.5 µM), without a hit: top-dose activity change, negative = inhibition, most hits filed as inhibitors. 0.007% of 270,000 active; further: potency means the concentration at half of the fitted maximal effect; on the % scale 0 is the no-effect control and ±100 the full control effect
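The enzyme phosphorylates galactose (100 uM) using ATP (35 uM); inhibition is detected as higher residual ATP, quantified by bioluminescence after 1 h reaction at room temperature, pH 8.0.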
ASM inhibitor: blocks human secretory acid sphingomyelinase; placental ASM, HMU-PC fluorogenic substrate, 60 min; Potency, µM (doses to about 57.5 µM), for the others: at the top dose activity change, negative = inhibition, most hits filed as inhibitors; 0.006% of 340,000 active; AID 504937; further: potency means the concentration at half of the fitted maximal effect
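Human placenta-derived ASM enzyme was preincubated with compound for 10 minutes at room temperature, then given fluorogenic substrate HMU-PC0 (9 uM final) for 60 minutes at 37 °C; a pH 10 stop preceded fluorescence reading at Ex 386/Em 447 nm.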
MBNL1-CUG inh: MBNL1-poly(CUG) RNA binding inhibition; Q9NR56; TR-FRET MBNL1-His/biotin-(CUG)12 binding, 665/545 ratio; Potency, µM (titrated, usually from 57.5 µM), without a hit: top-dose activity change, negative = inhibition, actives largely listed as inhibitors; 0.036% of 280,000 active; AID 2675; active means well fitted inhibition curve with a large enough effect in the signal ratio, with a control signal flat, not every such curve was filed as active; inconclusive means small, poorly fitted or top-dose-only effect, or effect the other way, or a change in a side signal; inactive means no such curve, though single readings can be large or run the other way; the % refers to the signal ratio; further: potency means the concentration at half of the fitted maximal effect; on the % scale 0 is the no-effect control and ±100 the full control effect
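Inhibition of protein-RNA binding appears as loss of TR-FRET between terbium anti-His antibody on MBNL1-His and streptavidin-XL665 on biotin-(CUG)12. Activity is normalized to buffer-only and uninhibited-complex controls.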
hERG WT inh: inhibitors of human wildtype KCNH2 potassium channel. Q12809. U2OS, BacMam KCNH2, thallium flux FluxOr; stronger effect = lower value. activity change, % at 1.84 µM. 0.37% of 340,000 active;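 active means maximum activity change below -70%; inconclusive means maximum activity change between -70% and -50%; inactive means maximum activity change above -50%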; further: on the % scale 0 is the no-effect control and ±100 the full control effect
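U2OS cells transduced with wild-type KCNH2 virus are loaded with FluxOr dye for 45 min, and thallium flux is measured in kinetic reads before and after stimulation buffer. Rate constants are normalized to DMSO controls.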
KCNH2 3.1 inh: blocks the human KCNH2 3.1 channel isoform | U2OS KCNH2 3.1, thallium flux FluxOr; stronger effect = lower value | activity change, % (tested at about 1.8 µM) | 0.95% of 340,000 active;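 active means maximum activity change below -70%; inconclusive means maximum activity change from -70% to -50%; inactive means maximum activity change above -50%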;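 further: thallium influx rate constant from kinetic fluorescence after stimulation buffer; on the % scale 0 is the no-effect control and ±100 the full control effect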
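Kinetic fluorescence (2 min after stimulation buffer) measures Tl+ influx through KCNH2 3.1 expressed by viral transduction in U2OS cells; the rate constant is normalized against DMSO controls serving as positive and negative references.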
AT treatment: potential ataxia-telangiectasia treatment | […] A-T fibroblasts, KAP-1 phosphorylation AlphaLISA; neocarzinostatin DNA damage 30 min before lysis | Potency, µM (series often up to 57.5 µM), for inactives: at the highest dose activation, hits mostly activators | 0.19% of 320,000 active | AID 485349; further: potency means the concentration at half of the fitted maximal effect; % of control where 0% means no effect; nearly all actives have a fitted effect of over 45% in size
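hTERT-immortalized A-T patient fibroblasts ([…]), 500 cells/well in OPTI-MEM, 1% FBS, got compounds for 60 min, then NCS for 30 min at 37C. Lysates were then assayed for phospho-KAP-1 by AlphaLISA (anti-pKAP1 donor, anti-KAP1 acceptor beads), 6 hr at 25C.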
Active calls of the source: *; i = inactive; ? = inconclusive; . = no result given; & = joins results of further samples; [ ] = dose if it differs, or a comment. Unless noted, the call rests on the fitted dose curve; in most records, active means well fitted curve in the direction sought with a large enough effect; inconclusive means small, poorly fitted or top-dose-only effect, or another doubt; inactive means no such curve, though single readings can be large; an effect the other way counts as inactive or inconclusive.

Value order: a7 integrin act, Coupling enz, MLL CXXC-DNA inh, TRPV1 agonist, GALK inh, ASM inhibitor, MBNL1-CUG inh, hERG WT inh, KCNH2 3.1 inh, AT treatment
- CCOc1ccc(/C=C2\SC(=O)N(CCNC(=O)CN3C(=O)NC4(CCCC4)C3=O)C2=O)cc1OC
  28%, ., 8%, -1, 3%, 34%, ?, 8, 2, 2%
- COc1ccc(/C=N/OC/C(O)=C(\C#N)c2nc3ccccc3[nH]2)cc1OC
  19%, 1, 7%, -9, ., 5%, -7%, 0, 6, -9%
- COC(=O)c1ccn(CSc2cc(Cl)ccc2Cl)n1
  4%, ., ., -1, ., -1%, ., 0, -9, 12%
- Cc1ccccc1N1CCN(C2CCCN(C(=O)CCn3cnnn3)C2)CC1 (stereo not given)
  23%, ., 4%, 0, -2%, 2%, -6%, 9, 2, 13%
- Cc1ccccc1NC(=O)COC(=O)c1cccc(S(=O)(=O)N2CCCCC2)c1
  29%, ., ., 1, ., 0%, ., -4, 18, 12%
- O=C(CSc1nnc(-c2ccccc2)o1)N1CCCC1
  8%, 2, 0%, 1, -1%, 24%, -5%, -7, -4, 2%
- COc1ccc(-c2[nH]c(-c3ccc(F)cc3)nc2SCC(=O)NCc2ccco2)cc1OC
  18%, 2, 3%, ., 1%, -4%, -16%, 6, 1, 8%
- COc1ccc(CNC(=O)c2sc(=S)n(-c3ccccc3)c2N)cc1
  -31%, -1, 2%, -1, ., -3%, 2%, 1, 1, 0%
- O=[N+]([O-])c1ccc(N/N=C/c2cccnc2)cc1
  28%, -5, -3%, 12, -3%, 41%[activator], ?, 11, -10, 0%
- N#CC1CC(c2ccccc2)=NN1c1ccccc1[N+](=O)[O-] (stereo not given)
  -32%, 3, 0%, 19, 14%, -9%, 14%, -2, -1, -10%
- Cc1nc(-c2ccc(S(=O)(=O)N3CCN(c4ccccc4)CC3)cc2)co1
  10%, 8, 4%, 10, 1%, -8%, 6%, -2, 1, 6%
- O=C(c1ccc2nc[nH]c2c1)N1CCN(c2ncc(C(F)(F)F)cc2Cl)CC1
  4%, -1, 17%, 0, -1%, ., -4%, 9, 22, 7%
- COc1ccc(C(=O)NC2CCCCCC2)cc1S(=O)(=O)N1CCOCC1
  ?, ., 8%, 1, -5%, 3%, 2%, -5, -2, 1%
- COc1ccc(OC)c(NC(=O)C2CCCC2)c1
  15%, 0, -1%, 5, -5%, -3%, 3%, 3, -4, -4%
- O=C(N1CCCCC1)N1CCN(S(=O)(=O)c2ccc(Cl)cc2)CC1
  -1%, 5, 1%, 3, 2%, -1%, 0%, -5, -11, 0%
- CCc1noc(C)c1C(=O)OCC(=O)Nc1ccc(F)cc1Cl
  ?, ., ., -2, ., 4%, ., 21, 3, 1%
- CCOc1ccc(N2C(=O)Nc3ccc(Br)cc3C2(O)C(=O)NCCN(C)C)cc1 (stereo not given)
  23%, 0, 0%, 0, 8%, 4%, -12%, 2, 0, -13%
- COc1ccc(C2CC(=O)Oc3cc(C)c(Cl)c(C)c32)cc1 (stereo not given)
  10%, -7, ., ., ., -1%, ., -1, -12, 9%
- COc1ccccc1NC(=O)c1sc2nc(-c3ccco3)ccc2c1N
  -2%, -1, 31%[activator], 0, -2%, 73%[activator], 27%, -13, -3, 23%
- COc1ccc(NC(=O)CC2SC(=N)N(c3ccccc3)C2=O)c(OC)c1 (stereo not given)
  13%, 5, 20%, 1, 2%, -1%, ., -9, -8, -3%
- CCOC(=O)c1sc(NC(=O)CCN2CCOCC2)c(C(=O)OCC)c1C
  -11%, 0, 2%, 0, -1%, -1%, 1%, 2, 13, -3%
- C=C1C(C(=O)Nc2ccc(OC)cc2)C1C(=O)Nc1ccc(OC)cc1 (stereo not given)
  -18%, 2, 20%, 2, 0%, 7%, ., -4, -3, 6%
- C=CCC(CC=C)(C(=O)O)c1ccccc1
  14%, -2, 4%, -1, -3%, 1%, 0%, 5, -7, 3%
- Cc1ccccc1C(=O)NC(=S)Nc1ccc(S(=O)(=O)N(C)c2ccccc2)cc1
  -26%, 2, 17%, 20, 1%, -5%, -4%, -2, -22, -2%
- CN(C)S(=O)(=O)c1ccc(NC(=O)COc2cccc3c2OC(C)(C)C3)cc1
  -22%, ., ., 4, ., 1%, ., -20, -19, 0%
- CSc1nc(-c2ccccc2)nc(N)c1C(C)=O
  ., 2, 18%, -1, -4%, ., 3%, ., ., 1%
- Cc1ccc(SCC(=O)Nc2cccc(-c3nnc(-c4ccco4)o3)c2)cc1
  -20%, 0, 3%, 3, -4%, -12%, ?, -4, -5, -3%
- Cn1cccc1Cc1nnc(SCC(=O)Nc2ccc(F)cc2F)n1-c1ccc(F)cc1
  3%, 5, -11%, -1, -2%, 3%, ?, 11, -3, 9%
- CC(C)c1nccn1S(=O)(=O)c1cc(Cl)ccc1Cl
  21%, 5, -7%, 1, 0%, -1%, 0%, -5, -2, 6%
- COc1ccc(NS(=O)(=O)c2cccc(C(=O)N3CCCCCC3)c2)cc1
  2%, ., ., -1, ., 4%, ., -1, 7, 4%
- Cc1ccc(CN2CCN(Cc3ccc(O)cc3)CC2CCO)o1 (stereo not given)
  -9%, 5, 6%, 4, -1%, 4%, -9%, 0, 4, 7%
- CN(CCOc1ccc(Cl)cc1)C(=O)c1ccccc1SCC(=O)N1CCCC1
  1%, ., ., 4, ., 0%, ., -3, -15, -5%
- O=C(Nc1cc(C(F)(F)F)ccc1Cl)C(=O)N1CCCCC1
  -1%, 3, 6%, 24, 1%, 10%, -15%, -1, 3, 0%
- O=C1C(Cc2ccccc2)Nc2ncnc(N3CCc4ccccc4C3)c2N1Cc1ccc(Cl)cc1 (stereo not given)
  -38%, ., ., 20, ., 9%, ., -1, -17, 18%
- NNC(=O)c1cnn(Cc2ccccc2)c1N
  15%, 0, 2%, 4, 0%, 0%, -3%, 1, 23, -2%
- CCC(=O)Nc1c(C#N)c2nc3ccccc3nc2n1-c1ccc(C)cc1
  24%, ., ., ., ., i, ., -12, 17, .
- CCOc1ccc(-c2cnc3n2CCCCC3)cc1
  26%, -3, 15%, 21, -2%, -1%, -1%, 12, 4, -3%
- CN(CC(=O)Nc1ccc(C(N)=O)cc1)CC(=O)Nc1ccccc1Br
  34%, -2, -5%, 0, 1%, 1%, 1%, 5, -9, 15%
- CCc1nnc(NC(=O)c2cc(C)oc2C)s1
  12%, ., -4%, 0, -3%, -1%, 15%, -4, 6, 8%
- CCCCC(=O)Nc1ccc2oc(-c3cccnc3)nc2c1
  1%, -1, -10%, 1, 1%, 5%, 9%, 8, -10, -3%
- O=Cc1cn(CC(=O)Nc2ccc3c(c2)OCO3)c2ccccc12
  -10%, -7, 3%, 0, 0%, -4%, -5%, -2, 15, 5%
- CCCCn1c(N)c(N(CCC(C)C)C(=O)c2ccc3c(c2)OCO3)c(=O)[nH]c1=O
  25%, ., ., 3, ., 3%, ., -5, 1, 3%
- CCCCC1=CC2=C(c3ccco3)C(=O)C(C)(OC(=O)c3ccc(OC)cc3)C(=O)C2=CN1Cc1ccc2c(c1)OCO2 (stereo not given)
  0%, -5&-14, 8%, 0, -4%, 0%, ?, 12, 24, 6%
- C[C@H]([C@@H](N)C(=O)N[C@@H](C(=O)O)[C@@H]1O[C@H](n2ccc(=O)[nH]c2=O)[C@@H](O)[C@H]1O)[C@@H](O)c1ccc(O)cn1
  ., -17, 2%, 1, 1%, 1%, -14%, -23, 6, -19%
- O=C(Nc1cccnc1)c1coc(=O)c2ccccc12
  -16%, 3, -7%, 1, 0%, 63%[activator], -8%, -17, 12, 1%
- CNC[C@H]1Oc2ccc(NC(=O)Cc3cn(C)c4ccccc34)cc2CC(=O)N([C@@H](C)CO)C[C@H]1C
  1%, ., ., ., ., 2%, ., 12, 5, -3%
- CCCCCn1c(=O)[nH]c2cc(C(=O)N3CCN(C(=O)OCC)CC3)ccc2c1=O
  ?, -1, -6%, 5, -1%, 54%[activator], -8%, 10, 15, 17%
- COc1ccc(OC)c(C2C(C(=O)c3cccs3)=C(O)C(=O)N2CCN(C)C)c1 (stereo not given)
  -7%, 1, -8%, 0, 6%, -1%, 6%, -1, -7, -3%
- Cc1cc(C(F)F)n2nc(C(=O)NCc3ccccc3F)nc2n1
  14%, 1, -4%, 0, 0%, 0%, 0%, -5, -20, -2%
- Cc1nn(C)cc1CNC(=O)c1cc2n(n1)C(C(F)(F)F)CC(c1cccs1)N2 (stereo not given)
  3%, 1, 8%, 6, 0%, 0%, -2%, 3, -22, -3%
- Cc1cc2c(cc1C)/C(=C\C(N)=O)NC(C)(C)C2
  9%, 2, 2%, 2, -3%, 7%, 0%, 2, 8, -1%
- COc1cc(CN2CCCC(CO)(Cc3ccccc3F)C2)ccc1O (stereo not given)
  19%, -1, 0%, 19, 4%, 3%, -15%, 43, -3, 4%

High-throughput results deposited in PubChem BioAssay by National Center for Advancing Translational Sciences (NCATS).
